# TNAP act hiacc = TNAP activators at high phosphate acceptor level, primary screen, biochemical, luminescence, uHTS. Alkaline phosphatase, tissue-nonspecific isozyme (Homo sapiens), P05186. purified TNAP, CDP-star luminescence, 1 M DEA, 30 min; hits give high values; 0 = EDTA background, 1 = DMSO-only activity. activation factor at 20 µM. 200,000 tested, under 10 active. AID 1136, 2008;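 active = activation factor at least 2 at 20 µM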
# Target sequence (P05186 whole entry, looked up): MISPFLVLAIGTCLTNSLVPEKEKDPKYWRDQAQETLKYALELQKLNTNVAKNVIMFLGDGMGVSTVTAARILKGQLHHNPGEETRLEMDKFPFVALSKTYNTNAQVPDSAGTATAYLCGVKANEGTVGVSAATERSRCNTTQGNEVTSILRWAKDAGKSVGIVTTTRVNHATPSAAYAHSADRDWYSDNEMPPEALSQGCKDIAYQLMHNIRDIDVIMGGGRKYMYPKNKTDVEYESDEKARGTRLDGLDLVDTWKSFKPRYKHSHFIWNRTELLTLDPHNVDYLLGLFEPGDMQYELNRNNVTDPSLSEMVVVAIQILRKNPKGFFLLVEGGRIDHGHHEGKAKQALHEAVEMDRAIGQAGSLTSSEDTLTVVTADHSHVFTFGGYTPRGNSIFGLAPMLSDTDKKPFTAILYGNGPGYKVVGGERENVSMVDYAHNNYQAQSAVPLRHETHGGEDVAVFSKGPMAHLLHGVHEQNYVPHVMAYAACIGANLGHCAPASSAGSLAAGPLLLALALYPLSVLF
#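 system = human TNAP | amount = enzyme diluted 1/800 final | reagent = 100 µM CDP-star substrate | signal = luminescent substrate turnover signal | dosing = one dose, 20 µM | benchmarks = EDTA negative control, DMSO positive control | measure = activation factor | timing = 30 min reaction, room temperature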
# TNAP inh hi DEA = human TNAP enzyme inhibitors, primary screen, biochemical, luminescent, high phosphate acceptor level, uHTS. Alkaline phosphatase, tissue-nonspecific isozyme (Homo sapiens), P05186. purified TNAP, CDP-star luminescence, 1 M DEA. inhibition, % at 20 µM. 0.03% of 200,000 active. AID 1135, 2008;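 active = over 50% inhibition of tissue-nonspecific alkaline phosphatase at 20 µM in the single-dose screen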;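 also: plate controls were DMSO wells for no effect and EDTA-quenched wells as full inhibition for full effect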
# bIAP activator = bovine intestinal alkaline phosphatase activators, primary screen, biochemical, bovine IAP, CDP-star luminescence. alkaline phosphatase, intestinal [Bos taurus]. activation factor at 20 µM. purified bovine IAP, 30 min; hits give high values; fold of DMSO-control signal, blank-subtracted. 0.17% of 200,000 active;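 active = activation factor of 2 or more at 20 µM, a signal rise over negative controls twice the positive control's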
# PMI act satM6P = human PMI activators, high substrate, primary screen, biochemical, fluorescence intensity, near-saturating mannose 6-phosphate; activation factor at 20 µM; 0.34% of 190,000 active; coupled PMI enzyme assay, resazurin fluorescence, 20 min; hits give high values; 1 = untreated enzyme, 0 = substrate-free blank; AID 1216, 2008;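 active = activation factor of 2 or more at 20 µM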
#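 Material: human phosphomannose isomerase with PGI, G6PDH, diaphorase coupling enzymes; amount: PMI at 15 ng/mL final; also added: Mannose-6-phosphate 1.0 mM (near-saturating) plus 0.22 mM NADP+; incubation: enzyme reaction with compound 20 min at room temperature; signal: resorufin fluorescence (Ex 544/Em 590 nm) from resazurin via diaphorase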
# NF-kB expr up = activators of NF-kB expression in neurons, primary screen, cell-based, HTS. AID 1239, 2008. 1.6% of 190,000 active. fold change at 12.5 µM. human neuronal cells, NF-kB reporter expression; hits give high values; in the data active = fold change above about 3.3
# APP 5'UTR act = activators of APP 5'UTR luciferase reporter, primary screen, SH-SY5Y cells. 1% of 190,000 active. SH-SY5Y APP 5'UTR luciferase reporter, luminescence; zero percent = DMSO vehicle wells. activation, % at 2 µM;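 active = activation above a set limit, based on mean plus 3 SD of controls, cut at about 140% in these data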; also: values of inactives mirror those of a sister screen read the other way
# TNAP inh noacc = human TNAP enzyme inhibitors, primary screen, biochemical, luminescent, no phosphate acceptor, uHTS | purified TNAP, CDP-star luminescence, 30 min | 0.26% of 200,000 active | inhibition, % at 20 µM | Alkaline phosphatase, tissue-nonspecific isozyme (Homo sapiens), P05186;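 active = tissue-nonspecific alkaline phosphatase inhibition above about 50% at 20 µM in the single-dose screen, limit read from the data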;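 also: 0% = DMSO negative control and 100% = EDTA positive control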
# FLuc act counter = FLuc activators, initial screening, artefact control for FLuc-dependent activation tests, biochemical, ATPlite luminescence; Luciferin 4-monooxygenase (Photinus pyralis), P08659; ATPlite luciferase biochemical, 10 min; 0 = ATP-free wells, 1 = DMSO control; activation factor at 10 µM; 200,000 tested, under 10 active;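 active = luciferase activation factor, scaled between plate controls, of at least 2 with compound at 10 µM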
# Target sequence (P08659 whole entry, looked up): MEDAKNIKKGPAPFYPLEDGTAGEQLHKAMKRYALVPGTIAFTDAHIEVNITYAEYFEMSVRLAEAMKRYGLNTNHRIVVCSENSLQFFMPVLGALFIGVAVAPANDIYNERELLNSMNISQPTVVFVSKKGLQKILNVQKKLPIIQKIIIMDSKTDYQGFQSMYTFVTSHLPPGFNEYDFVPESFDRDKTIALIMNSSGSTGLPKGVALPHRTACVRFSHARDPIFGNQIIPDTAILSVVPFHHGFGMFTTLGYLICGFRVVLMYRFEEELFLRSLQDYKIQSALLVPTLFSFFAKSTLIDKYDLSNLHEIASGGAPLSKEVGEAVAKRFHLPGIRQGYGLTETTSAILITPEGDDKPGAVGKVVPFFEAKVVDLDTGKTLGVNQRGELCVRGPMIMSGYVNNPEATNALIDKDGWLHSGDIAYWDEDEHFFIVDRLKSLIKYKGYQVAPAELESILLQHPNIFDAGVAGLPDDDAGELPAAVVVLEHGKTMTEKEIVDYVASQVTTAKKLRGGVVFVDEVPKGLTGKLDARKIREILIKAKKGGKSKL
#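 test system = cell-free luciferase reagent | medium = PBS as buffer for the ATP substrate | dosing = test compounds dosed from 2 mM stocks in 100% DMSO | incubation = 10 min at ambient temperature | detection = luminescence measurement of luciferase light output | benchmarks = low control with PBS replacing ATP, high control enzyme plus ATP without compound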
# FLuc inh counter = firefly luciferase enzyme inhibitors, primary screen, artefact control for luciferase-based inhibitor screens, biochemical, luminescence, ATPLite; 10 min; inhibition, % at 10 µM; 1.5% of 200,000 active; Luciferin 4-monooxygenase (Photinus pyralis), P08659;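 active = inhibition above about 50% when tested at 10 µM, limit read from the data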
# PMI act = activators of human PMI, primary screen, biochemical, fluorescence intensity, near-Km mannose 6-phosphate. Mannose-6-phosphate isomerase (Homo sapiens), P34949. purified human PMI, coupled resazurin fluorescence, 20 min; hits give high values; 1 = vehicle control, 0 substrate-free wells. activation factor at 20 µM. 0.005% of 190,000 active. AID 1214, 2008;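 active = activation factor of 2 or more at 20 µM, relative to plate controls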
# An asterisk follows results filed as active; nt = not tested or not shown.
entry	mol	TNAP act hiacc	TNAP inh hi DEA	bIAP activator	PMI act satM6P	NF-kB expr up	APP 5'UTR act	TNAP inh noacc	FLuc act counter	FLuc inh counter	PMI act
1	C/C(=N\NC(=O)C1(C)NC(C)(C)Cc2ccccc21)c1ccccc1 (stereo not drawn)	1	1	1.2	1	1	-19	-2	1	-3	1
2	O=C(/C=C/c1ccccc1)Nn1cnc2ccccc2c1=O	1.1	-6	1.1	1	1	1	-11	1	3	1
3	CN(CC(=O)Nc1ccc(N2CCOCC2)cc1)CC(=O)Nc1ccccc1[N+](=O)[O-]	1	0	1	0.9	1	-14	-4	1	-4	0.8
4	O=C(CSCc1ccccc1)N/N=C/c1ccccc1OCc1ccccc1	1.1	-6	0.5	1	1.2	12	2	1	-2	1
5	CC(C)OCCCNC(=O)Nc1cccc2ccccc12	1	0	1.1	0.9	0.9	-1	-6	1	0	0.9
6	Cc1ccc(C)c(/C(O)=C2\C(=O)C(=O)N(Cc3cccnc3)C2c2cccnc2)c1 (stereo not drawn)	1	-5	1	1.2	0.56	2	-8	1	-3	1.1
7	CCOC(=O)/C(C#N)=C/Nc1ccccc1OC	1	-1	0.9	1.1	2.5	32	-9	0.6	44	1
8	S=c1[nH]nc(COc2ccccc2)n1Cc1ccccc1	1	2	1.1	0.9	0.9	12	4	1	0	0.8
9	CCCNC(=O)C(=O)N/N=C/c1cccs1	1	0	1	0.9	1.2	5	-10	1	0	0.9
10	CC[C@H]1OC(=O)[C@H](C)[C@@H](O[C@H]2C[C@@](C)(OC)[C@@H](O)[C@H](C)O2)[C@H](C)[C@@H](O[C@@H]2O[C@H](C)C[C@H](N(C)C)[C@H]2O)[C@](C)(OC)C[C@@H](C)C(=O)[C@H](C)[C@@H](O)[C@]1(C)O	1.1	-7	1	1	nt	nt	-9	1	-3	1
11	COc1ccc(/C=C/C(=O)N[C@H](C(=O)O)C(C)C)cc1	1	1	0.9	1	1.4	5	-3	1	1	1.1
12	CCCn1c(C)cc(C(=O)COC(=O)c2ccc[nH]c2=O)c1C	1	-2	0.9	0.9	0.9	38	-6	0.3	65*	1
13	COc1ccc(-n2ncc3c(NCc4ccco4)ncnc32)cc1	1.1	-6	0.9	1	3.2	95	-16	0.7	26	1
14	CCOC(=O)c1sc(NC(=O)CSc2ccccn2)c(C#N)c1C	1	-1	0.9	1.1	3.8*	2	-9	1.1	-5	1
15	Cc1ccc(C(=O)N/C(=C/c2cccs2)C(=O)N2CCCCCC2)cc1	1	0	0.9	0.9	1	3	-6	1	-3	0.9
16	Cc1c(/C=N/NC(=O)c2sc3ccccc3c2Cl)cnn1C	1	-1	1	0.9	0.98	-5	-5	0.9	7	0.9
17	CCCCNS(=O)(=O)c1ccc(NC(=O)Cc2ccccc2[N+](=O)[O-])cc1	1	-2	1.1	0.9	1.2	-5	-7	1	-4	0.9
18	C=CCOC(=O)C1=C(C)OC(N)=C(C#N)C1c1ccc(OC)c(CSc2ccccn2)c1 (stereo not drawn)	1	0	0.9	0.9	0.96	-4	-1	1	-4	0.8
19	O=C(Cc1ccccc1)Nc1ccc(N2CCCCC2)cc1	1.1	-7	0.9	1	4.9*	185*	-13	0.3	73*	1
20	COc1ccc(-c2noc(C3CCCN(C(=O)Nc4ccccc4F)C3)n2)cc1 (stereo not drawn)	1	-5	1.1	1	0.91	54	-9	1	-1	1
21	COC(CNC(=O)c1cccc2c1C(=O)N(Cc1cccnc1)C2)OC	1	1	1	1.1	0.95	nt	-10	1	2	1.1
22	O=C(OCC(O)C(O)COC(=O)c1ccccc1)c1ccccc1 (stereo not drawn)	1	-4	1	0.9	1	-5	-8	1.1	-6	1
23	Cc1cc2n(n1)C(c1ccccc1Cl)Nc1ccccc1-2 (stereo not drawn)	1	-5	0.9	1	0.99	17	-9	1	-4	1
24	COc1cc(OC)c2c(=O)c(OC)c(-c3ccc(OC)c(OC)c3)oc2c1	1	-4	1	1	0.74	10	-9	1.1	-9	1

# One compound at a time (already shown):
# Results for `Cc1c(/C=N/NC(=O)c2sc3ccccc3c2Cl)cnn1C` : TNAP act hiacc: 1; TNAP inh hi DEA: -1; bIAP activator: 1; PMI act satM6P: 0.9; NF-kB expr up: 0.98; APP 5'UTR act: -5; TNAP inh noacc: -5; FLuc act counter: 0.9; FLuc inh counter: 7; PMI act: 0.9
# Results for `C=CCOC(=O)C1=C(C)OC(N)=C(C#N)C1c1ccc(OC)c(CSc2ccccn2)c1` (stereo not drawn) : TNAP act hiacc: 1; TNAP inh hi DEA: 0; bIAP activator: 0.9; PMI act satM6P: 0.9; NF-kB expr up: 0.96; APP 5'UTR act: -4; TNAP inh noacc: -1; FLuc act counter: 1; FLuc inh counter: -4; PMI act: 0.8

# (list continues)
entry	mol	TNAP act hiacc	TNAP inh hi DEA	bIAP activator	PMI act satM6P	NF-kB expr up	APP 5'UTR act	TNAP inh noacc	FLuc act counter	FLuc inh counter	PMI act
25	CC(=O)c1cn(C)c(=O)[nH]c1=O	1	-4	1	1	1	-3	-8	1.1	-5	1
26	COCCN(C(=O)CSc1nnc(C)n1Cc1ccccc1)c1c(N)n(CC(C)C)c(=O)[nH]c1=O	1	-4	1.2	1.1	1.1	13	-8	1	-5	1.1
27	CCCCN(C)S(=O)(=O)c1ccc(C(=O)Nc2nnc(-c3cccs3)o2)cc1	1.1	-7	1.2	1	0.62	-36	-7	1.1	-9	1
28	Cn1c(CO)cnc1S(=O)(=O)Cc1ccc(Cl)cc1	1	-4	1.1	1	1.5	-4	-1	1.1	-7	1
29	Cc1cnc(N2C(=O)c3ccc([N+](=O)[O-])cc3C2=O)s1	1	2	1.1	0.9	1.6	19	1	1	0	0.9
30	O=C(O)CNC(=O)/C(=C/c1cccc([N+](=O)[O-])c1)NC(=O)c1ccco1	1.1	-5	1	1.1	1	0	-15	1.1	-9	1
31	COC(=O)C(=Cc1ccc(OCc2ccc([N+](=O)[O-])cc2)c(OC)c1)C(=O)OC	1.1	-5	0.8	0.9	4.4*	17	-10	1	-1	0.9
32	O=[N+]([O-])c1ccc(CSc2nnc(SCc3ccc(Cl)cc3)s2)cc1	1	0	0.8	1.1	1.1	-5	-7	1	-5	0.9
33	O=C1C2C(C(=O)N1/N=C/c1cc([N+](=O)[O-])c(O)cc1O)C1C=CC2C12CC2 (stereo not drawn)	0.9	14	1.1	0.8	1	8	-19	0.9	7	1
34	O=C(Nc1cccn2ncnc12)c1ccccc1	1	0	0.9	1.1	1.2	15	4	1	1	1.1
35	CC1(C)NC(=O)N(CCCSc2ccc(Cl)cc2)C1=O	1	-4	1	0.9	1	9	-12	1	-3	0.9
36	COc1ccc(S(=O)(=O)N2Cc3ccccc3CC2C(=O)Nc2nccs2)cc1OC (stereo not drawn)	1	1	1	0.9	1.4	163*	-8	1.1	-6	0.9
37	Cc1ccnc(NC(=O)C23CC4CC(CC(C4)C2)C3)c1	1	-2	0.9	0.9	1.4	22	-12	1	3	0.9
38	CCn1nc(C)c(CNC(=O)Nc2ccccc2C(=O)OC)c1C	1	1	1	1	0.96	6	-2	0.7	26	1.1
39	O=C(/C=C/c1ccccc1)N/C(=C/c1ccccc1)C(=O)NCCCO	1	0	1.3	0.9	0.94	7	-1	1	2	0.9
40	Nc1nc(N2CCCCC2)nc(N(c2ccccc2)c2ccccc2)n1	1.1	-6	0.9	0.9	0.96	15	-12	1.1	-5	0.9
41	O=C(Nc1ccc(NC(=S)NC(=O)c2ccccc2F)cc1)c1cccs1	1	-2	1.1	1	0.78	30	8	1	-5	0.9
42	CCCCCSc1nnc2c(n1)OC(C)N(C(C)=O)c1ccccc1-2 (stereo not drawn)	1	-1	1.1	1	0.9	nt	-17	1	-2	0.9
43	CC(C)(O)C#Cc1ccc(C(=O)NCCC(=O)O)s1	1	-4	1.2	0.9	1	6	-7	1	1	1
44	COc1ccc(NC(=O)NCCN2CCc3ccccc3C2)cc1	1	1	0.9	0.9	0.97	1	-5	1.1	-6	0.9
45	Cc1cccc(NC(=O)CC2c3ccccc3Oc3ccccc32)c1	1	0	1	0.8	1.8	-8	-11	1.1	-9	0.8
46	O=C(CSc1nncn1-c1ccccc1)c1c[nH]c2ccccc12	1.1	-6	1	1.1	0.83	5	-13	1	-4	1
47	Cc1c(N(C(=O)CNC(=O)c2ccccc2)C2(C(=O)NC3CCCC3)CCCCC2)c(=O)n(-c2ccccc2)n1C	1	-4	1.2	1.1	1	7	-11	1	-1	1.1
48	Cc1cc(Cl)nc(-c2ccccc2)n1	1	-1	1	1	1.1	6	-5	1	-5	0.9
49	CCSc1cc(N2CC(C)OC(C)C2)nc(-c2ccccc2Cl)n1 (stereo not drawn)	1.1	-5	1.1	1	0.97	5	-4	1.1	-6	0.9
50	Cc1ccccc1OCC(=O)NC(=S)Nc1ccc(Br)c(C)n1	1.1	-6	0.9	1	1.2	10	-112	1.1	-6	1.1
51	OCCN(CCO)CC(O)COc1ccc(C23CC4CC(CC(C4)C2)C3)cc1 (stereo not drawn)	1.1	-5	0.9	1	0.3	-53	-49	1	-4	1
52	N#CCCn1c2ccccc2c2nc3ccccc3nc21	1	-1	0.9	1.2	1.7	6	1	1	0	1.3
53	Cc1ccc2cc(C#N)c(SCC(=O)Nc3ccc4sc(C)nc4c3)nc2c1	1.1	-5	0.9	0.9	1.2	-9	-16	1	-4	0.9
54	CCCNC(=O)COC(=O)/C=C/c1cccc(F)c1	1	-2	1	1	1.1	1	-4	1.1	-7	1
55	C=CCNCCCOc1ccc(C)cc1Br	1	-5	0.9	1	1.6	24	-7	1	1	1
56	COCCn1c(SCCN2CCCCC2)nc2ccccc2c1=O	1.1	-7	1.1	1.1	1.1	-1	-16	1.1	-10	1
57	COC(=O)c1oc2ccc(Cl)cc2c1-n1cccc1	1	3	1	0.9	1.3	4	4	1	-4	0.9
58	O=C(CCNS(=O)(=O)c1ccc(Br)cc1)NCc1ccc2c(c1)OCO2	1	-2	0.9	1	1	-1	-8	1	0	1
59	Cc1onc(-c2ccccc2)c1C(=O)NCCc1c[nH]c2ccccc12	1.1	-7	0.9	1	1.1	10	0	1.1	-10	1.1
60	COc1cc(CN2CCN(S(=O)(=O)c3ccc(F)cc3)CC2)cc(OC)c1OC	1.1	-8	1	1.1	1	-11	-9	1.1	-9	0.9

# Screens deposited in PubChem BioAssay by several laboratories.
